Artemis inh: Artemis (human) endonuclease inhibition. Q96SD1. recombinant Artemis, quenched FAM hairpin cleavage fluorescence. inhibition, % at 10 µM. hit rate 0.78% among 30,000. AID 686954;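 active = at 10 µM dose, at least 30% inhibition, measured as corrected fluorescence normalized to stimulator and neutral control wells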
Target sequence (Q96SD1 whole entry, looked up): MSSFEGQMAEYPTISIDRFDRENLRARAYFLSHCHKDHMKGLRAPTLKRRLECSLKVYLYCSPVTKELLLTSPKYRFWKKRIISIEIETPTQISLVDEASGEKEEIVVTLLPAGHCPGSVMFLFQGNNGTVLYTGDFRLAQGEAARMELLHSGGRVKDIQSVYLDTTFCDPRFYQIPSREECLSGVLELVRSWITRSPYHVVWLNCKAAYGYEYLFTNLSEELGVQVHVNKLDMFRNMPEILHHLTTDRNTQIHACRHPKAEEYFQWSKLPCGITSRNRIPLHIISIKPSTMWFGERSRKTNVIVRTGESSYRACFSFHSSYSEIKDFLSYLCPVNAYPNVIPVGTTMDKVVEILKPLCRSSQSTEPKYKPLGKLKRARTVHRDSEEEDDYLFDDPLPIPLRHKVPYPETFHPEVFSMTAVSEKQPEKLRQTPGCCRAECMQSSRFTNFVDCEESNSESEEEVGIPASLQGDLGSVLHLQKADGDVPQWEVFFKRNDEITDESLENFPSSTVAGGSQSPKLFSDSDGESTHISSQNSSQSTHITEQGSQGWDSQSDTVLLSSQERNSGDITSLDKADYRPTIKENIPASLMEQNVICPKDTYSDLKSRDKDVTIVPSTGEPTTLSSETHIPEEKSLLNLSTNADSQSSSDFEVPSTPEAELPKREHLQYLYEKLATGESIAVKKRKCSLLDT
* hit, by the source's call. This is a subset. The share of hits here may be higher or lower than overall.

COCCCN1C(=O)C(=O)/C(=C(/O)c2ccc(OCC(C)C)cc2)C1c1cccnc1 (configuration not stated)
  Artemis inh = -2

CCOC(=O)C1=NOC(CNC(=O)C2=NOC(CNC(=O)c3c(-c4ccccc4Cl)noc3C)C2)C1 (configuration not stated)
  Artemis inh = 0

COc1ccccc1N1CCN(CC(=O)c2c(C)[nH]c3cc(C)ccc23)CC1
  Artemis inh = 12

CCCCNC(=O)Nc1nnc(-c2ccc(OCC)cc2)o1
  Artemis inh = -2

Cc1cc(C)n(-c2cc(N3CCN(C(=O)c4cccc(F)c4)CC3)ccc2[N+](=O)[O-])n1
  Artemis inh = 8

CC(=O)N(CCCN1CCOCC1)Cc1ccncc1
  Artemis inh = -3

COc1ccc(OC)c(N=C(C)C2=C(O)COC2=O)c1
  Artemis inh = 7

O=C(N/N=C\c1cc(Br)cs1)C1COc2ccccc2O1 (configuration not stated)
  Artemis inh = 8

O=C(c1ccccc1F)N(Cc1ccc(F)cc1)C1CCS(=O)(=O)C1 (configuration not stated)
  Artemis inh = -10

CCOC(=O)C1CCN(C(=O)CN(c2ccc(OC)c(OC)c2)S(=O)(=O)c2ccccc2)CC1
  Artemis inh = -5

O=C1C(C=NCc2cccnc2)=C(O)c2ccccc21
  Artemis inh = -1

Cc1nc(-c2ccc(NC(=O)C3CCCCC3)cc2)cs1
  Artemis inh = 2

COc1ccc(CCNc2oc(COc3ccccc3F)nc2C#N)cc1OC
  Artemis inh = 4

NC1=NC2(CCCCC2)N(c2ccc(F)cc2)C(N)=N1
  Artemis inh = -1

Cc1cc(F)c(F)c(C(=O)N2CCN(C)CC2)c1Cl
  Artemis inh = 0

CCCCOc1ccc(-n2nc(C)cc2C)nn1
  Artemis inh = -9

CCOC(=O)Cc1nnc(NC(=O)c2ccccc2OC)s1
  Artemis inh = -11

CCOC(=O)Cc1csc(NC(=O)CC(C)(C)C)n1
  Artemis inh = 6

Cc1nnc(SCc2cccc(CSc3nnc(C)s3)c2)s1
  Artemis inh = 7

CC1CCCCN1S(=O)(=O)c1ccc2c(c1)oc(=O)n2CC(=O)O (configuration not stated)
  Artemis inh = 3

COc1ccc(C(=S)NC2CCCCC2)cc1
  Artemis inh = -10

C/C(CC(=O)Nc1ccccn1)=N\NC(=O)C(=O)Nc1cccc(Cl)c1C
  Artemis inh = 0

Cc1cc2nc(-c3cccc(NC(=O)c4ccc(Br)o4)c3)oc2cc1C
  Artemis inh = 5

O=C(CSc1nnc(-c2cccnc2)n1-c1ccccc1)Nc1ccccn1
  Artemis inh = 8

O=C(NCc1ccco1)C1CC(=O)N(c2ccc(O)cc2)C1 (configuration not stated)
  Artemis inh = -7

Cc1cccc(C)c1OCC(O)Cn1nnc2ccccc21 (configuration not stated)
  Artemis inh = -17

Cc1n[nH]c(=O)nc1N1CCc2ccccc2C1
  Artemis inh = 1

c1cc2nnnn2nc1N1CCCCCC1
  Artemis inh = 4

CCn1c(=O)c(C(=O)Nc2nc3ccccc3[nH]2)c(O)c2ccccc21
  Artemis inh = 50*

Cc1ccc(-c2nc(-c3ccccn3)no2)cc1Cl
  Artemis inh = 10

CCOc1cc(S(=O)(=O)N2CCOCC2)ccc1F
  Artemis inh = -2

CC(=O)N1c2ccccc2C(C)CC12CCCCC2 (configuration not stated)
  Artemis inh = 4

O=c1c2ccccc2nnn1CSc1nnc(-c2ccc3c(c2)OCO3)o1
  Artemis inh = 2

O=C1CC(N(CCc2ccccc2)C(=S)Nc2cc(Cl)ccc2Cl)C(=O)N1c1c(Cl)cccc1Cl (configuration not stated)
  Artemis inh = 4

Cc1nccn1CC(O)COc1ccccc1 (configuration not stated)
  Artemis inh = -13

COc1ccc2c(c1)Sc1ccccc1N2CCN(C)C
  Artemis inh = 2

CCSc1nc(C2CC2)cc(-c2ccco2)c1C#N
  Artemis inh = 24

CSc1ccccc1-c1nnc(-c2ccc(Cl)cc2)o1
  Artemis inh = -8

CC(=O)c1cc2c(cc1NC(=O)C1CC1)OCO2
  Artemis inh = -9

OC(CN1CCOCC1)CN1CCOCC1
  Artemis inh = -6

O=C(CN(Cc1ccco1)C(=O)CNS(=O)(=O)c1ccc(Cl)cc1)NC1CCCCC1
  Artemis inh = -5

O=C(Nc1ccc(Cl)c(Cl)c1)OCCNC(=O)c1cccc(Cl)c1
  Artemis inh = 1

Cc1[nH]c(=O)[nH]c(=O)c1S(=O)(=O)N1CCCC(C(=O)N2CCN(c3ccccc3Cl)CC2)C1 (configuration not stated)
  Artemis inh = -9

CN(Cc1ccccc1)c1nc2c(c(=O)n(C)c(=O)n2C)n1CCCc1ccccc1
  Artemis inh = 9

Cc1cc(Cl)ccc1OC(C)C(=O)Nc1ccc(S(=O)(=O)Nc2cnc3ccccc3n2)cc1 (configuration not stated)
  Artemis inh = 17

CCOc1ccc(NC(=O)CSc2nnc(C)n2CC2CCCO2)cc1 (configuration not stated)
  Artemis inh = -2

Cc1nnc(NC(=O)c2cccc(F)c2)s1
  Artemis inh = -3

CC(C)COCC1CC2(CC(C)C(=O)CC2=O)C(=O)O1 (configuration not stated)
  Artemis inh = -6

C/C(NCCCn1ccnc1)=C(\C#N)C(N)=O
  Artemis inh = -6

O=C(O)CN(c1ccc2c(c1)OCCO2)S(=O)(=O)c1ccccc1
  Artemis inh = 6

CC(C)Cc1nc2n[nH]c(N)c2c2c1CCC2
  Artemis inh = 6

COc1ccc(-c2c(C(F)(F)F)oc3c(CN4CCN(C)CC4)c(O)ccc3c2=O)cc1
  Artemis inh = -8

Cc1cc(O)c(/C=N/Nc2ccc(Cl)cc2)c(=O)o1
  Artemis inh = 6

Cc1[nH]c2ccccc2c1C(c1ccccn1)c1c(C)[nH]c2ccccc12
  Artemis inh = -4

O=C(OCc1cc2ccccc2[nH]c1=O)c1ccncc1
  Artemis inh = 0

COc1ccccc1-n1cnnc1SC1CCOC1=O (configuration not stated)
  Artemis inh = -1

CCCOC(=O)/C(=C\c1ccc([N+](=O)[O-])o1)NC(=O)c1ccccc1
  Artemis inh = 5

CCN(CC)S(=O)(=O)c1ccc(NC(=O)CCC2CCCCC2)cc1
  Artemis inh = 13

CC(CN1CCNCC1)(NS(=O)(=O)c1ccccc1)c1ccccc1 (configuration not stated)
  Artemis inh = 15

CCN(CC)CC(=O)NN=C(c1ccccc1)c1ccccc1
  Artemis inh = -5

CC(C)Sc1nc(N2CCOCC2)c2c(c1C#N)CC(C)(C)N(C)C2
  Artemis inh = 2

C=CCOC(=O)C1=C(C)OC(N)=C(C#N)C1c1ccc(F)cc1 (configuration not stated)
  Artemis inh = -3

CNC(=O)c1ccc(N(Cc2ccccc2)S(C)(=O)=O)cc1
  Artemis inh = -6

COC(=O)CCN(C(=O)C12CC3CC(CC(C3)C1)C2)c1ccccn1
  Artemis inh = 0

Cc1nc(SCC(=O)Nc2ccccc2)c2oc3ccccc3c2n1
  Artemis inh = -5

COc1ccccc1CN(CC(=O)NCc1ccco1)C(=O)CNS(=O)(=O)c1ccccc1
  Artemis inh = -1

CC1=NN(c2ccccc2)C(=O)C1N=Nc1ccc(N)cc1 (configuration not stated)
  Artemis inh = 15

COc1ccc(CNc2nc(-c3cccnc3)nn2C(=O)c2ccco2)cc1
  Artemis inh = -2

Cn1c(=O)c2c(nc(NCc3cccnc3)n2Cc2ccc(Cl)cc2)n(C)c1=O
  Artemis inh = -1

CN(Cc1ccccc1)c1oc(-c2ccco2)nc1C#N
  Artemis inh = 15

c1ccc(-n2ncc3c(NCc4ccco4)ncnc32)cc1
  Artemis inh = 0

COc1ccc(C(=O)O)cc1NS(=O)(=O)c1cccc2nsnc12
  Artemis inh = 1

COc1ccccc1N1CCN(C(=O)C(C)N(c2ccc(C)cc2)S(C)(=O)=O)CC1 (configuration not stated)
  Artemis inh = -5

COc1ccc(CCn2c(=N)c(C(=O)NCc3ccco3)cc3c(=O)n4cccc(C)c4nc32)cc1
  Artemis inh = 29

COc1ccc(CCNc2oc(-c3ccccc3OC)nc2C#N)cc1OC
  Artemis inh = 3

CCCC(=O)Nc1cccc(-c2cn3ccsc3n2)c1
  Artemis inh = 2

O=C1CC(=C(c2ccccc2)c2ccccc2)C(=O)N1CCCN1CCN(c2cccc(Cl)c2)CC1
  Artemis inh = 2

COc1ccccc1NC(=O)C(=O)N/N=C(\C)CC(=O)Nc1ccc(OCc2ccccc2)cc1
  Artemis inh = 33*

COc1ccccc1NC(=O)CSc1nnc(-c2ccc(NC(C)=O)cc2)n1C
  Artemis inh = -9

CCOc1cc(C2CC(=O)NC3=C2C(=O)C(C(=O)OC)C(C)C3)cc(Cl)c1O (configuration not stated)
  Artemis inh = -12

COc1ccccc1-c1nc(C#N)c(N2CCN(Cc3ccccc3)CC2)o1
  Artemis inh = 17

CCOC(=O)c1sc(NC(=O)CNC(=O)Cn2cnc3sc(C)c(C)c3c2=O)nc1C
  Artemis inh = 23

Cc1cccc(C(=O)NNS(=O)(=O)c2ccccc2[N+](=O)[O-])c1
  Artemis inh = -3

O=C(Cc1cccs1)Nc1ccc(-c2nc3ccccc3[nH]2)cc1
  Artemis inh = 4

CCOc1cc(C(=O)Nc2ccccc2N2CCN(S(C)(=O)=O)CC2)cc(OCC)c1OCC
  Artemis inh = 1

CC1Cc2ccccc2N1C(=O)CNCCCN(C)C (configuration not stated)
  Artemis inh = -4

O=C(NC1(C(F)(F)F)N=C2SCCN2C1=O)c1ccco1 (configuration not stated)
  Artemis inh = 6

COCCCNC(=O)c1ccccc1Oc1ccccc1
  Artemis inh = -10

CCCCN(CCCNC(=O)C1CCN(S(=O)(=O)N2CCOCC2)CC1)c1ccccc1
  Artemis inh = 9

O=C(CSCCO)Nc1nccs1
  Artemis inh = -7

CC(CC#CCN1CCOCC1)OCCC#N (configuration not stated)
  Artemis inh = -5

CCOc1ccccc1-n1c(SCC(=O)Nc2nccs2)nnc1-c1ccoc1C
  Artemis inh = 7

Cc1cc(Oc2ccccc2)nc(-c2ccccc2O)n1
  Artemis inh = -5

COc1ccc(NC(C)c2cc(Cl)ccc2O)cc1 (configuration not stated)
  Artemis inh = 2

CC(C)NS(=O)(=O)c1ccc(NC(=O)C2CC3C=CC2C3)cc1 (configuration not stated)
  Artemis inh = 6

Cc1ccc(C2NC(=O)c3ccccc3N2)s1 (configuration not stated)
  Artemis inh = 5

CCCCn1c(=S)[nH]c2cc(S(=O)(=O)N3CCCCC3)ccc21
  Artemis inh = 5

Cc1cc(N2CCCCC2)n2ncc(-c3ccccc3)c2n1
  Artemis inh = 4

Cc1noc(C)c1COC(=O)Cn1c(C)nc2ccccc21
  Artemis inh = -12

CCC(c1nnnn1CCc1ccccc1)N(Cc1ccco1)Cc1cc2cccc(C)c2[nH]c1=O (configuration not stated)
  Artemis inh = 17

C=CCOc1cccc(C2/C(=C(\O)c3ccc(F)cc3)C(=O)C(=O)N2CCN(C)C)c1 (configuration not stated)
  Artemis inh = 3

CC1CCCN(S(=O)(=O)c2ccc(NC(=O)CCN3C(=O)c4ccccc4C3=O)cc2)C1 (configuration not stated)
  Artemis inh = 1

O=C(C1CC1(c1ccccc1)c1ccccc1)N1CCOCC1 (configuration not stated)
  Artemis inh = 1

CC1(C)CC(=O)C(C=NC2CCCCC2)=C(O)C1
  Artemis inh = -2

CCOc1ccc(NC(=O)CN(C)CC(=O)Nc2ccccc2C#N)cc1OCC
  Artemis inh = -4

CC(C)C(=O)c1cn(CC(=O)NCc2ccc3c(c2)OCO3)c2ccccc12
  Artemis inh = 1

Cc1ccc(N(CC(=O)Nc2cccc(C)c2)S(=O)(=O)c2cccc3nonc23)cc1
  Artemis inh = 16

COc1cc(C)ccc1OCCCOc1ccccc1Cl
  Artemis inh = -6

O=C(NC1CCCCC1)C12CC3CC(C1)CC(n1cncn1)(C3)C2
  Artemis inh = -2

C=CCn1c(SCC(=O)Nc2nnc(CC)s2)nnc1-c1cccnc1
  Artemis inh = 5

Cc1nc2c(c(N3CCOCC3)n1)OCC(=O)N2
  Artemis inh = -5

N#Cc1cc(-c2ccccc2)nnc1Sc1ccccc1
  Artemis inh = 6

CCN1/C(=C/C(=O)c2ccco2)Sc2ccccc21
  Artemis inh = 6

OCCNc1nc(Nc2ccccc2)nc2ccccc12
  Artemis inh = -5

COCCN(CC(=O)Nc1ccccc1)S(=O)(=O)c1ccc(S(=O)(=O)N2CCCC2)cc1
  Artemis inh = 7

CCOC(=O)C1=C(C)NC(=O)NC1c1ccc(OCCO)c(OC)c1 (configuration not stated)
  Artemis inh = 0

O=C(Nc1cc2nn(-c3ccccc3)nc2cc1Cl)c1ccco1
  Artemis inh = 14

CC(C(=O)OCc1nnc(-c2ccccc2)o1)N1C(=O)c2ccccc2C1=O (configuration not stated)
  Artemis inh = -1

COc1ccc(NC2=NCCC2)cc1
  Artemis inh = 19

Cn1nnnc1SCC(=O)c1c(N)n(C)c(=O)n(C)c1=O
  Artemis inh = -8

Seven entries drawn at random from the list so far:
COc1ccc(NC2=NCCC2)cc1
  Artemis inh = 19

COc1cc(C)ccc1OCCCOc1ccccc1Cl
  Artemis inh = -6

O=C(Nc1cc2nn(-c3ccccc3)nc2cc1Cl)c1ccco1
  Artemis inh = 14

O=C(NC1CCCCC1)C12CC3CC(C1)CC(n1cncn1)(C3)C2
  Artemis inh = -2

CCN1/C(=C/C(=O)c2ccco2)Sc2ccccc21
  Artemis inh = 6

C=CCn1c(SCC(=O)Nc2nnc(CC)s2)nnc1-c1cccnc1
  Artemis inh = 5

CCOC(=O)C1=C(C)NC(=O)NC1c1ccc(OCCO)c(OC)c1 (configuration not stated)
  Artemis inh = 0

Later entries
COc1ccc(C2/C(=C(\O)c3cc(C)ccc3C)C(=O)C(=O)N2CCN(C)C)cc1OC (configuration not stated)
  Artemis inh = -4

C=CCOC(=O)Nc1snnc1C
  Artemis inh = -7

O=C1CC(c2ccccc2)N1c1ccccc1 (configuration not stated)
  Artemis inh = 13

O=C(NCC1(c2ccccc2)CCCC1)C1(c2ccccc2)CCCC1
  Artemis inh = 8

O=C(Nc1cc(Cl)ccc1N1CCOCC1)c1cnccn1
  Artemis inh = 2

COC(=O)c1nc(N)sc1-c1ccccc1
  Artemis inh = -4

COCCNC(=O)CN(C(=O)Cn1nnc2ccccc21)c1ccccc1
  Artemis inh = -2

O=C(Nc1nn[nH]n1)c1cccc(Oc2ccccc2)c1
  Artemis inh = -6

CCOC(=O)c1sc(NC(=O)c2cc(-c3ccccc3C)nc3ccccc23)c(C#N)c1C
  Artemis inh = 20

CC1=CC(C)(C)Nc2cc(C)c(C)cc21
  Artemis inh = -1

Cn1c(=O)c2c(nc(NCc3ccco3)n2CCc2ccccc2)n(C)c1=O
  Artemis inh = -2

Assay outcomes (PubChem)
